Screening data deposited in PubChem BioAssay by several laboratories.
MrgX1 ag = human MrgX1 receptor agonism, primary screen | AID 588627 | Q96LB2 | MrgX1-HEK293 cells, Fluo-4 calcium fluorescence, agonist mode; stronger effect = higher value | B-score at 10 µM | 0.44% of 310,000 active;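 active = calcium response B-score plate-corrected fluorescence ratio at least 3 library SD, with starting fluorescence B-score inside 5 SD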
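Material: MrgX1-expressing HEK293 cells / Dosing: compound as first of three additions / Incubation: overnight seeding, then 1 h dark dye loading / Signal: Fluo-4 NW calcium fluorescence / Evaluation: B-scored fluorescence response ratio / Benchmarks: positive and negative control wells on each plate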
TRPC4 inh = blocks the mouse TRPC4 cation channel; 0.39% of 300,000 active; B-score at 10 µM; Q9QUQ5; HEK293 TRPC4beta/mu-opioid, DAMGO-evoked Fluo4 calcium flux; stronger effect = lower value; AID 2247;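 active = B-score over 3 SD under the library average, no early fluorescence shift, positive overall ratio signal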
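Assay system: TRPC4beta/mu-opioid receptor HEK293 cell line; compound dosing: single concentration per test compound; detection: Fluo4 Ca2+ flux fluorescence; evaluation: per-well B score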
HIF act = HIF pathway transcriptional activation | 0.32% of 300,000 active | activation, % at 7.5 µM (by protocol) | U2OS HRE-luciferase reporter, luminescence; normalized: DMSO 0%, desferrioxamine 100% | AID 1910;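 active = mean activation of at least 10% of the iron chelator positive control signal, with at least half of replicates also reaching 10%; inconclusive = mean and replicate majority disagree about reaching 10%; inactive = mean and most replicates under 10%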
TRPC4 potent = allosteric potentiators of mouse TRPC4 channel; HEK293 TRPC4beta/mu-opioid, DAMGO EC20, Fluo-4 Ca2+ flux; stronger effect = higher value; B-score at 10 µM; Q9QUQ5; 0.42% of 310,000 active;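 active = B-score of calcium response area above 5 SD of library B-scores, with initial fluorescence ratio within 5 SD of library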;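 also: B-score of integrated fluorescence ratio over time as area under calcium response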
AI-2 QS mod = modulators of Vibrio harveyi AI-2 quorum sensing system. Vibrio harveyi JMH597 AI-2 luminescence/OD600 ratio, 9 h; stronger effect = lower value; strain lacks LuxN and CqsS sensors; 0 = neutral-control median. activity change, % at 7.5 µM. 0.4% of 300,000 active; in the data active = activity change below about -75%, passing the limit was not always enough; inconclusive = no clear call, values can overlap the other calls;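 also: luminescence divided by OD600 gain over 9 h not by final OD600 alone; inactives centre near 13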
MrgX1 allo act = allosterically activates human MrgX1 receptor signaling; Q96LB2; MrgX1-HEK293, Fluo-4 calcium flux, FDSS; stronger effect = higher value; B-score at 10 µM; 0.63% of 310,000 active; AID 588675;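 active = plate-corrected calcium response at least 3 library SD above typical, normal starting fluorescence, not activating the receptor alone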;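 also: compound read alongside a low EC10 to EC30 dose of BAM8-22 agonist; peak minus trough fluorescence over baseline measured at the second addition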
PolyA inh = blocks polyadenylation in yeast reporter cells | 0.02% of 300,000 active | S. cerevisiae SKY197-pL101 polyadenylation reporter, beta-gal luminescence; efflux-impaired pdr1/pdr3 knockout yeast; score 100 = 6 SD above DMSO | calls only at 12 µM;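 active = lowest replicate activity score at least 50, where 100 means six control SD above control mean; inconclusive = lowest score under 50 but half or more replicates reach 50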;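 also: yeast exposed to compound for 9 h at 30 °C; higher score means more reporter readthrough which indicates perturbed polyadenylation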
TRPC4 act = activators of mouse TRPC4 channel | AID 2237 | Q9QUQ5 | 0.49% of 310,000 active | B-score at 10 µM | HEK293 TRPC4beta/mu-opioid, Fluo4 calcium fluorescence; stronger effect = higher value;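 active = B-score above 5 SD of library B-scores, and initial fluorescence ratio not above library mean plus 5 SD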;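 also: positive B-score marks a calcium rise read as TRPC4 activation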
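System: HEK293 cells stably co-expressing mouse TRPC4beta and mu-opioid receptor; Schedule: Fluo4 dye loading 45 min at room temperature, 110 s recording; Detection: Fluo4 fluorescence, kinetic; Evaluation: B-scored integrated calcium fluorescence ratio; Controls: buffer (low) and maximal DAMGO (high).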
MrgX1 antag = human MrgX1 receptor antagonism, primary screen | Q96LB2 | MRGX1-HEK293 calcium flux, Fluo-4, BAM8-22 antagonism; stronger effect = lower value | B-score at 10 µM | 1.3% of 310,000 active | AID 588676;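 active = calcium-response B-score plate-corrected more than 3 library SD below zero, starting fluorescence within 5 deviations, no agonist response on first addition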;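 also: peak minus trough fluorescence over baseline after final BAM8-22 challenge near maximal dose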
TRPC6 act = mouse TRPC6 channel activation. AID 2550. HEK293-TRPC6 membrane potential dye fluorescence; stronger effect = higher value. 0.13% of 310,000 active. Q61143. B-score at 10 µM;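 active = B-score of the integrated fluorescence ratio above library mean plus 3 SD, and starting fluorescence ratio within library mean plus 5 SD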;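 also: higher score means more depolarization so channel activation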
Target sequence (Q61143 whole entry, looked up): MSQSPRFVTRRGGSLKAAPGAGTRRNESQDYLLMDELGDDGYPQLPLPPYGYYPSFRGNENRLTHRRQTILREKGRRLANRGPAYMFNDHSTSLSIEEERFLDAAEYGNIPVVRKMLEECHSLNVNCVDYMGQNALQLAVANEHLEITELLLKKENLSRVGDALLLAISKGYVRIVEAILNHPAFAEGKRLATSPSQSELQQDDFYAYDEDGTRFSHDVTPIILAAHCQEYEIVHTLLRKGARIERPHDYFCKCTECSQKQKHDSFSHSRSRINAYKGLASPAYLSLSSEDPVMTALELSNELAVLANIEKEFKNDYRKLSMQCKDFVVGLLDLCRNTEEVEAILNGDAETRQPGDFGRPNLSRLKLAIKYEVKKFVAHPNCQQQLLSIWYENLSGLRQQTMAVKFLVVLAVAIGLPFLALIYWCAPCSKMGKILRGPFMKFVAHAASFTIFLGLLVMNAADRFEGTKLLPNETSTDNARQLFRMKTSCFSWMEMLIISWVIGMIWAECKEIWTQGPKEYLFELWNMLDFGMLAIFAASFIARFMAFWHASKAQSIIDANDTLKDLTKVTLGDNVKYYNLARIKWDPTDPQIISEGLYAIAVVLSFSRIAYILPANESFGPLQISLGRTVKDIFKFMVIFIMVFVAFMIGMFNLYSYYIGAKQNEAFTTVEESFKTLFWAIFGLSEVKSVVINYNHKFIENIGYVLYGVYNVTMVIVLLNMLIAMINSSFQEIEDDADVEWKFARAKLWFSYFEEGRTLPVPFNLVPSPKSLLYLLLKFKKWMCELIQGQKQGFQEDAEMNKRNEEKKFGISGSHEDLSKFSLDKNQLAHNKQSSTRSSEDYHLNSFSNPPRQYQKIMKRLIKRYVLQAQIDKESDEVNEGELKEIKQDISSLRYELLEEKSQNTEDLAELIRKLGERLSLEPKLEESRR
TRPC6 inhibitor = mouse TRPC6 channel inhibition; Q61143; HEK293-TRPC6, membrane potential dye, ACh-evoked depolarization; stronger effect = lower value; B-score at 10 µM; 1.1% of 310,000 active; AID 2553;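 active = B-score under library mean minus 3 SD, initial fluorescence not abnormally high, positive integrated signal ratio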;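 also: B-score derived from integrated fluorescence ratio over the kinetic read; more negative B-score means stronger inhibition of depolarization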
* marks the source's active call; other numbers are inactive results; i = inactive; u = inconclusive; x = not tested or not shown.

compound	MrgX1 ag	TRPC4 inh	HIF act	TRPC4 potent	AI-2 QS mod	MrgX1 allo act	PolyA inh	TRPC4 act	MrgX1 antag	TRPC6 act	TRPC6 inhibitor
CCc1c(C)c(C#N)c2nc3ccccc3n2c1Cl	x	i	-2.3	i	-3	x	i	i	x	i	i
O=C(NCc1ccc2c(c1)OCO2)c1nn2cccnc2c1Cl	i	i	0.3	i	15	i	i	i	i	i	i
S=C(Nc1cccc(Cl)c1Cl)Nn1cnnc1	i	i	-3.0	i	27	i	i	i	i	i	i
CCCc1cc(C(=O)NNC(=S)NCc2ccccc2)cs1	i	i	0.0	i	u	i	i	i	i	i	i
Cc1ccc(CN2CCN(Cc3cnc(N4CCOCC4)s3)CC2CCO)o1 (stereo unspecified)	i	i	-0.2	i	-2	i	i	i	i	i	i
Cc1n[nH]c(=O)c2c(NC(=O)CSc3nnc(-c4ccncc4)n3C)oc(C)c12	i	i	0.0	i	18	i	i	i	-7.1*	i	i
Cc1ccc(N(CC(=O)N2CCc3ccccc32)S(=O)(=O)c2cccs2)cc1	i	i	-0.3	i	0	i	i	i	i	i	i
CCCc1nnc(SCC(=O)Nc2ccccc2Cl)n1CC1CCCO1 (stereo unspecified)	i	i	0.0	i	14	i	i	i	i	i	i
O=C(CNC(=O)C1CCCCC1)Nc1ccccc1Cl	i	i	0.1	i	8	i	i	i	i	i	i
Cn1c(SCc2ccc([N+](=O)[O-])cc2)nnc1-c1ccncc1	i	i	-0.7	i	10	i	i	i	i	i	i
NC(=O)C1CCN(Cc2cccc(OCc3ccccc3)c2)CC1	i	i	-16	i	10	i	i	i	i	i	i
COc1ccc(C(=O)N/N=C/c2ccc3cccc(O)c3n2)cc1	i	i	-0.3	i	16	i	i	i	i	i	i
O=C(CCc1ccccc1)NC(NC(=S)Nc1ccc(Cl)cc1)C(Cl)(Cl)Cl (stereo unspecified)	i	i	-32	i	30	i	i	i	i	i	i
Cc1ccc(S(=O)(=O)NC(=NC2CCCCC2)c2ccc(Cl)cc2)cc1	i	i	-0.1	i	8	i	i	i	i	i	i
COC(=O)COc1ccc(C2Nc3c(Cl)ccc(C(=O)O)c3C3C=CCC32)cc1 (stereo unspecified)	i	i	-0.3	i	19	i	i	i	i	i	i
O=C(C1CCCCC1)N1CCCc2ccccc21	i	i	-0.1	i	-7	i	i	i	i	i	i
Cn1c(=O)c(=O)n(C)c2cc(N3CCCCC3)c(NS(=O)(=O)c3ccc(Br)cc3)cc21	i	i	-0.2	i	7	i	i	i	i	i	i
CCOc1ccc(OCCOc2ccc(/C=C/C(=O)O)cc2OCC)cc1	i	i	-0.1	i	-6	i	i	i	i	i	i
COc1c(Cl)cc(Cl)cc1C(=O)Nc1ccc(CN2CCOCC2)cc1	i	i	-3.7	i	11	i	i	i	i	i	i
COc1ccc(Nc2nc(N)nc(CCl)n2)cc1	i	i	3.3	i	13	i	i	i	i	i	i
COc1ccc(CC(=O)O/N=C(\N)Cc2ccc([N+](=O)[O-])cc2)cc1	i	i	-0.4	i	-20	i	i	i	i	i	i
O=C(Nc1ccccc1Cl)c1ccccc1Cc1ccccc1	i	i	-0.1	i	3	i	i	i	i	i	i
Cc1ccc(C(=O)Nc2nnc(-c3ccco3)o2)cc1	i	i	-0.5	i	5	i	i	i	i	i	i
CC(=O)C1=C(C)NC(SCC(N)=O)=C(C#N)C1c1cccnc1 (stereo unspecified)	i	i	-0.1	i	19	i	i	i	i	i	i
Fc1ccc(Nc2nnc(C(F)(F)F)s2)cc1Cl	i	i	0.2	i	21	i	i	i	i	i	-8.8*
COc1ccc(/C=C(/C#N)S(=O)(=O)c2ccc(C)cc2)cc1	i	i	-0.7	i	17	i	i	i	i	i	i
CC(CC(=O)NCc1ccc(F)cc1)c1ccccc1 (stereo unspecified)	i	i	-3.6	i	1	i	i	i	i	i	i
COc1ccc(CCNC(=O)CN2CCN(Cc3ccccc3F)C2=O)cc1OC	i	i	0.1	i	14	i	i	i	i	i	i
Cc1ccccc1N(CC(=O)Nc1ccc(S(=O)(=O)N2CCOCC2)cc1)S(C)(=O)=O	i	i	0.1	i	21	i	x	i	i	i	i
C/C(=N\Nc1ccc(S(N)(=O)=O)cc1[N+](=O)[O-])c1ccc2c(c1)OCO2	x	i	0.8	i	x	x	i	i	x	i	i
Cc1cc(=O)n2[nH]c(SCc3ccccc3)nc2n1	i	i	0.1	i	27	i	i	i	i	i	i
CCOC(=O)COc1ccc2c(c1)C(=O)CC1(CCCCC1)O2	i	i	0.3	i	28	i	i	i	-7.6*	i	i
Cc1cc(-c2nnc(SCC(=O)Nc3cccc(C)c3C)n2N)n[nH]1	i	i	x	i	13	i	i	i	i	i	i
COc1cccc(CN2CCc3[nH]c(=S)[nH]c(=O)c3C2)c1	i	i	-0.5	i	-6	i	i	i	i	i	i
CCCc1cc(C(=O)Nc2cccc(C(C)=O)c2)no1	i	i	2.7	i	13	i	i	i	i	i	i
CCN1CCN(S(=O)(=O)Cc2ccccc2)CC1	i	i	0.7	i	9	i	i	i	i	i	i
CCOc1ccc(Br)cc1S(=O)(=O)Nc1ccc(NC(=O)c2ccccc2F)cc1	i	i	0.3	i	30	i	i	i	i	i	i
CCCCn1c(N)c(N(CCOC)C(=O)C2CCCN(C(=O)c3ccc(Cl)cc3)C2)c(=O)[nH]c1=O (stereo unspecified)	i	i	-0.4	i	6	i	i	i	i	i	i
O=C(CSc1nnc(-c2ccccc2)o1)N1CCCC1	i	i	1.0	i	8	i	i	i	i	i	i
CCOC(=O)c1ccc(NS(=O)(=O)c2ccc(SC)cc2)cc1	i	i	-0.1	i	28	i	i	i	i	i	i
NCCc1nnc(SCC(=O)c2ccc(Cl)cc2)o1	i	i	-1.1	i	29	i	i	i	i	i	i
Cc1cccc(N2C(=O)C3C4CC(=O)C(c5ccccc54)C3C2=O)c1C (stereo unspecified)	i	i	-0.4	i	13	i	i	i	i	i	i
CC(C)(C)OC(=O)NCCCC[C@H](NC(=O)c1nc[nH]c1C(=O)N1CCc2ccccc2C1)C(=O)OC(C)(C)C	i	i	0.2	i	23	i	i	i	i	i	i
CC(C)CCNC(=O)Cc1csc(-c2ccccc2)n1	i	i	-0.5	i	18	i	i	i	i	i	i
O=C(CC1SC(=O)N(Cc2ccc(Cl)cc2)C1=O)Nc1nccs1 (stereo unspecified)	i	i	0.1	i	-1	i	x	i	i	i	i
CCOC(=O)/C(C#N)=C/c1cn(CCC(=O)O)nc1-c1ccc(Cl)cc1	i	i	-0.6	i	5	i	i	i	i	i	i
O=C(Nc1ccccc1)C(=O)c1c[nH]c2ccccc12	i	i	1.0	i	-1	i	i	i	i	i	i
Cc1ccc(/C=N/NC(=O)CCCOc2ccc(Cl)cc2Cl)cc1[N+](=O)[O-]	i	i	-0.4	i	17	i	i	i	i	i	i
Cc1cc(C)n2nc(SCC(=O)NCc3ccco3)nc2n1	i	i	-0.2	i	23	i	i	i	i	i	i
Cc1cc(NC(=O)CSc2nc(C(C)C)nc3c2c(=O)n(C)c(=O)n3C)no1	i	i	0.0	i	22	i	i	i	i	i	i
CCOc1cc(Br)c(C(=O)O)cc1OC	i	i	0.3	i	35	i	x	i	i	i	i
CC(=O)Oc1ccc(C(=O)Nc2cccnc2)cc1	i	i	0.0	i	1	i	i	i	i	i	i
CCOC(=O)c1cccc(NC(=O)N2CCOCC2)c1	i	i	-0.1	i	17	i	i	i	i	i	i
CCOC(=O)N1CCC(Nc2c(NCCN3CCN(Cc4ccccc4)CC3)c(=O)c2=O)CC1	i	i	-0.2	i	3	i	i	i	i	i	i
O=C(NCc1cccnc1)Nc1cccc(NC(=O)NCc2cccnc2)c1	i	i	0.3	i	29	i	i	i	i	i	i
CCOc1ccc(C(=O)C(c2ccccc2)N2CCOCC2)cc1 (stereo unspecified)	i	i	0.1	i	32	i	i	i	i	i	i
COCCNC(=O)CN1C(=O)NC(c2ccccc2)(c2ccccc2)C1=O	i	i	-0.1	i	-7	i	i	i	i	i	i
O=C(c1ccccc1C(=O)N1CCN(c2ccccc2)CC1)N1CCN(c2ccccc2)CC1	i	i	-0.4	i	15	i	i	i	i	i	i
CCN1C(=O)CC(N2CCC(c3nc4ccccc4[nH]3)CC2)C1=O (stereo unspecified)	i	i	0.4	i	2	i	i	i	i	i	i
CC(=O)Nc1ccc2c(c1)OCCO2	i	i	-0.4	i	25	i	i	i	i	i	i

Further structures:
compound	MrgX1 ag	TRPC4 inh	HIF act	TRPC4 potent	AI-2 QS mod	MrgX1 allo act	PolyA inh	TRPC4 act	MrgX1 antag	TRPC6 act	TRPC6 inhibitor
CCN(CCCNC(=O)C1CCC(=O)N1Cc1ccccc1Cl)c1cccc(C)c1 (stereo unspecified)	i	i	0.0	i	28	i	i	i	i	i	i
COc1ccc(-c2noc(-c3cccc(Cl)c3)n2)cc1OC	i	i	0.7	i	36	i	i	i	i	i	i
O=C(Nc1nccs1)c1sc2ccccc2c1Cl	i	i	-0.5	i	16	i	i	i	i	i	i
Cc1ccc(C)c(N2CCN(C(=O)CCNC(=O)Cn3ccc4ccccc4c3=O)CC2)c1	i	i	-0.3	i	15	i	i	i	i	i	i
O=C(O)CN1C(=O)/C(=C\c2ccccc2OCc2ccc(F)cc2)SC1=S	i	i	-0.5	i	18	i	i	i	i	i	i
Cc1ccc(-c2nc(CS(=O)(=O)CC(=O)NCCCN(Cc3ccccc3)C(C)C)c(C)o2)cc1	i	i	0.0	i	10	i	i	i	i	i	i
CCN(CC(=O)NCc1ccc(F)cc1)C(=O)/C=C/c1ccc(OC)cc1	i	i	-2.4	i	x	i	i	i	i	i	i

This is a subset (hit frequency here may not be typical).
